# Screening results deposited in PubChem BioAssay by National Center for Advancing Translational Sciences (NCATS).
# HTT cytoprotect: qHTS Multiplex Assay to Identify Dual Action Probes in a Cell Model of Huntington: Cytoprotection (ATP) | PC12 HTT-Q103 induced, cytoprotection, ATP luminescence, 40 h | Potency, µM (highest dose often 56.4 µM), inactives show cytoprotection (ATP increase), usual class: activators | 230,000 compounds, 0.14% hits;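 note: % of control where 0% means no effect; nearly all actives have a fitted effect of over 45% in size; toxic huntingtin expression switched on by the ecdysone agonist tebufenozide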
#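 Huntington model: PC12 line, ecdysone-inducible HTTQ103 exon1–GFP, tebufenozide 100 nM. Test articles in a dose series. Endpoint luminescence from cellular ATP.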
# ALDH1A1 inh: qHTS Assay for Inhibitors of Aldehyde Dehydrogenase 1 (ALDH1A1); AID 1030, 2008; Aldehyde dehydrogenase 1A1 (Homo sapiens), P00352; Purified ALDH1A1, NADH fluorescence, propionaldehyde substrate; 220,000 compounds, 7.3% hits; Potency, µM (top dose mostly 75.3 µM), without a hit: at the highest dose activity, negative = inhibition, usual class: inhibitors; active = well fitted inhibition curve with a large enough effect, not every such curve was filed as active; inconclusive = small, poorly fitted or top-dose-only effect, or another doubt; inactive = no such curve, though single readings can be large or run the other way;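 note: plate controls were no enzyme wells and a reference inhibitor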
# Target sequence (P00352 whole entry, looked up): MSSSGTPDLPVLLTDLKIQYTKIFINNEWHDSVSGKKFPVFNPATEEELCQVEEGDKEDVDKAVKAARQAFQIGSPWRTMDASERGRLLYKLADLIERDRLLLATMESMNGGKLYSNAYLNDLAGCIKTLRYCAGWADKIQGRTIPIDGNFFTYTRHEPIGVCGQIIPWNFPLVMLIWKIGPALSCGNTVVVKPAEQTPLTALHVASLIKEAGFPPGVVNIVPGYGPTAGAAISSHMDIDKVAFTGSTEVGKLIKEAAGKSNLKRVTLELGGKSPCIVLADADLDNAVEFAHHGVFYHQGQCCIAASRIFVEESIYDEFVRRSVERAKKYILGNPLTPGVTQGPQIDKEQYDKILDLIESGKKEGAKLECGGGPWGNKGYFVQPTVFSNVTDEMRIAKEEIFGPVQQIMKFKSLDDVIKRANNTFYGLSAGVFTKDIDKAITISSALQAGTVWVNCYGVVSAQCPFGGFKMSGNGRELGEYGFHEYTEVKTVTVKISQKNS
# HTT aggregate: qHTS Multiplex Assay to Identify Dual Action Probes in a Cell Model of Huntington: Aggregate Formation (GFP) | PC12 HttQ103-GFP aggregates, Acumen cytometry, 40 h | Potency, µM (series often up to 46.1 µM), for inactives: at the highest dose activity change, negative = inhibition, hits mostly inhibitors | 220,000 compounds, 1.1% hits | AID 1688, 2009; note: % is set by controls: 0 for no effect and ±100 for the full control effect; nearly all actives have a fitted effect of over 60% in size
#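 Aggregates are detected as GFP objects 1–25 µm with signal 6 STDEV over background in lysates of induced PC12 cells. These carry Huntingtin exon 1 with 103 glutamines fused to GFP under an ecdysone promoter; compounds titrated.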
# Tau fluor counter: Counterscreen qHTS for Inhibitors of Tau Fibril Formation, Fluorescence Polarization. tau K18 P301L Alexa594 fluorescence, heparin fibrillization. Potency, µM (titrated, usually from 57.7 µM), for the others: at the highest dose activity change, negative = decrease. 280,000 compounds, 0.93% hits. AID 1463, 2008; note: % is set by controls: 0 for no effect and ±100 for the full control effect; nearly all actives have a fitted effect of over 55% in size
#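 Human K18 P301L tau (15 uM unlabeled plus 0.24 uM Alexa 594-labeled, final) in 100 mM sodium acetate pH 7 was mixed with compound and 20 uM heparin and incubated 6 hr at 37 C.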
# Tau ThT inhib: qHTS for Inhibitors of Tau Fibril Formation, Thioflavin T Binding | Microtubule-associated protein tau (Homo sapiens), P10636 | recombinant tau K18 P301L (four-repeat tau fragment), heparin-induced fibrillization, ThT fluorescence | Potency, µM (series often up to 57.4 µM), for inactives: top-dose activity, negative = inhibition, usual class: inhibitors | 270,000 compounds, 2.1% hits | AID 1460, 2008; note: % is set by controls: 0 for no effect and ±100 for the full control effect; nearly all actives have a fitted effect of over 55% in size
# Target sequence (P10636 561-689 P618L limits assumed): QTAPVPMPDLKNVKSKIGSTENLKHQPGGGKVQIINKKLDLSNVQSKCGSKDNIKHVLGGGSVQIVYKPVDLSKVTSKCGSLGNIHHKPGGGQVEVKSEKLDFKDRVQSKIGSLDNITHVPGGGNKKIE
#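 K18 P301L tau (15 uM + 0.24 uM Alexa 594-tagged), heparin 20 uM, NaOAc pH 7, 6 h 37 C; ThT 30 uM, 1 h RT, ex 450/em 510 nm.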
# SMN2 splice up: qHTS Assay for Enhancers of SMN2 Splice Variant Expression. 210,000 compounds, 2.8% hits. Potency, µM (doses to about 46.1 µM), for inactives: at the top dose activity change, positive = activation, usual class: activators. HEK293 SMN2-luciferase splicing reporter, luminescence, 30-36 h; note: % of control where 0% means no effect; nearly all actives have a fitted effect of over 55% in size
#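 HEK293 cells carry an SMN2 minigene-luciferase reporter in which exon 7 inclusion puts luciferase in frame. Cells were seeded at 2000 cells/well, attached for 10-12 hours, then exposed to compounds for 30-36 hours at 37C before ONE-Glo luminescence.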
# JMJD2E inh: qHTS Assay for Inhibitors of Human Jumonji Domain Containing 2E (JMJD2E); JMJD2E catalytic domain, FDH-coupled NADH fluorescence (FDH is formaldehyde dehydrogenase); AID 2147, 2009; 230,000 compounds, 1.6% hits; Potency, µM (series often up to 57.1 µM), without a hit: top-dose activity change, negative = inhibition, hits mostly inhibitors; Lysine-specific demethylase 4E (Homo sapiens), B2RXH2; active = well fitted inhibition curve with a large enough effect, not every such curve was filed as active; inconclusive = small, poorly fitted or top-dose-only effect, or another doubt; inactive = no such curve, though single readings can be large or run the other way;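 note: 0% = wells with enzyme and -100% = buffer wells without enzyme; nearly all actives have a fitted effect of over 50% in size; many of its hits are not listed in these tables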
# Target sequence (B2RXH2 1-337 limits assumed): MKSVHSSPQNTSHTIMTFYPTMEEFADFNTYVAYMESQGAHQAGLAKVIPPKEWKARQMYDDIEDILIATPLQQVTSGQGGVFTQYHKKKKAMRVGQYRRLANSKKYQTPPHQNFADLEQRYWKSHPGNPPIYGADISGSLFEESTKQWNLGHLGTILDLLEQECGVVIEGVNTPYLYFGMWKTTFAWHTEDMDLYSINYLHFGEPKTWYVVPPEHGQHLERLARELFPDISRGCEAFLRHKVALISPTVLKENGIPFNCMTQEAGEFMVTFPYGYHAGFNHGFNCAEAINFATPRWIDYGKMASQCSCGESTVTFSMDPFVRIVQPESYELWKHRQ
# Tau fibril FP: qHTS for Inhibitors of Tau Fibril Formation, Fluorescence Polarization. Microtubule-associated protein tau (Homo sapiens), P10636. 280,000 compounds, 0.39% hits. K18 P301L tau heparin fibrillization, Alexa594 FP, 6 h. Potency, µM (series often up to 57.7 µM), for the others: at the top dose activity, negative = inhibition, hits mostly inhibitors; note: % is set by controls: 0 for no effect and ±100 for the full control effect; nearly all actives have a fitted effect of over 55% in size
#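 Compound effects on tau fibrillization are measured by Alexa 594 fluorescence polarization (ex 555, em 632 nm). K18 P301L tau is used at 15 uM with 0.24 uM labeled tracer, and 20 uM heparin induces aggregation over 6 hr at 37 C.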
# * marks the source's active call; other numbers are inactive results; ? = inconclusive; · = no result given; [ ] = another dose, or the depositor's remark. Unless noted, calls come from the whole dose curve; as a rule, active = well fitted curve in the direction sought with a large enough effect; inconclusive = small, poorly fitted or top-dose-only effect, or another doubt; inactive = no such curve, though single readings can be large; an effect the other way counts as inactive or inconclusive. Potency is the fitted concentration of half-maximal effect. Not all compounds are listed, so the mix of outcomes need not match the whole.
SMILES,HTT cytoprotect,ALDH1A1 inh,HTT aggregate,Tau fluor counter,Tau ThT inhib,SMN2 splice up,JMJD2E inh,Tau fibril FP
COc1ccc(S(=O)(=O)Nc2ccc(Oc3ncccn3)c(Cl)c2)cc1,3.6%,-2.3%,-12.0%,-22.1%,-0.5%,-33.4%,7.5%,-4.7%
O=C(NCc1ccccc1)Nc1cccn(Cc2ccc(F)cc2)c1=O,-11.1%[10 µM],?,12.1%,-21.6%,-13.6%,-47.9%[inhibitor],?,-4.6%
O=C(CN1CCN(Cc2ccccc2)CC1)Nc1cccc(C(F)(F)F)c1,-22.7%,2.5%,-7.1%,-9.0%,-2.9%,-10.0%,2.7%,-1.7%
CCOc1ccc(-n2cnnn2)cc1S(=O)(=O)N1CCC(C)CC1C (stereo unspecified),-28.5%,-10.4%,-5.4%,-0.4%,2.7%,-0.6%,5.7%,-0.2%
CC(C)N1CCN(Cc2ccsc2)CC1CCO (stereo unspecified),-8.2%[10 µM],-2.9%,3.6%[9.22 µM],-8.0%,-0.9%,·,4.5%,-11.6%
Cn1c(CS/C(N)=N/N=C/c2ccccc2)c(Br)c(=O)n1-c1ccccc1,·,-3.9%,32.1%,-12.2%,?,1.7%,-8.5%,?
Cc1cccc(Oc2nc3c(c(=O)n(C)c(=O)n3C)n2Cc2ccccc2)c1C,·,·,·,-9.1%,-8.9%,0.9%,·,-3.8%
CCn1cc([N+](=O)[O-])c(C(=O)N2CCN(C(=O)c3ccco3)CC2)n1,·,?,-2.5%,4.8%,8.0%,-10.1%,-3.5%,0.1%
CCN1C(=O)/C(=C\N(C)C)NC1=S,·,18.5%,4.9%,-12.5%,-8.8%,12.6%,-3.9%,4.4%
Cc1cccc(C)c1NC(=O)CN,-10.1%[10 µM],·,-3.1%[9.22 µM],-0.5%,-2.2%,·,-1.6%,-7.4%
CCn1cc(C(=O)N2CCc3ccccc32)c(=O)c2cc(S(=O)(=O)N3CCCCCC3)ccc21,-19.2%,-13.8%,-10.1%,-17.1%,-18.6%,4.4%,-8.1%,0.6%
O=C(Nc1ccc(Cl)cc1Cl)C1CCC(=O)N1Cc1ccccc1Cl (stereo unspecified),-18.5%,?,?,?,?,·,-23.5%,2.7%
COc1ccccc1C(=O)Nc1ccc2c(c1)nc1n2CCN(Cc2ccccc2)C1,·,?,16.7%,-9.8%,?,-4.9%,?,-3.0%
Cc1nnc(SCC(=O)Nc2nsc(-c3ccc(C(C)(C)C)cc3)n2)s1,-23.7%,-12.4%,-8.7%,-20.8%,?,11.2µM*,-11.2%,14.0%
COc1ccc(-c2ccc(-c3noc(-c4ccco4)n3)c(OC)n2)cc1,14.4%[10 µM],?,9.3%,-12.9%,?,?,?,-9.0%
S=c1[nH]nc(-c2ccco2)n1/N=C/C=C/c1ccccc1,-26.5%,?,7.1%,-15.4%,?,-0.6%,-15.8%,0.7%
CS(=O)(=O)c1cnc(-c2ccccc2)nc1Oc1ccc(F)cc1,-22.4%[10 µM],4.1%,13.7%,-16.1%,-8.9%,-3.0%,-2.6%,?
CC1CCN(CCCNC(=O)C2CC(=O)N(C3CCCCCC3)C2)CC1 (stereo unspecified),0.5%,1.4%,-11.4%,-1.0%,-0.2%,-5.1%,1.8%,2.0%
Cc1nnc(-c2cnn(C)c2N)n1Cc1ccc2c(c1)OCO2,17.6%[10 µM],4.6%,8.6%,-7.3%,-13.6%,8.7%,-9.2%,-1.0%
CC(C)OCCCNC(=O)C(NS(=O)(=O)c1ccc2c(c1)c(=O)n(C)c(=O)n2C)c1ccccc1 (stereo unspecified),0.0%[10 µM],?,4.5%,3.1%,3.2%,8.0%,?,-7.6%
O=C(CN1CCCC1)N1c2ccccc2Sc2ccccc21,-9.8%,?,-3.2%,-18.7%,-14.6%,14.6%,-15.1%,7.6%
CCC(C)(C)NC(=O)C(c1ccncc1)N(C(=O)c1sc(C)nc1C)c1ccc(F)cc1 (stereo unspecified),-0.4%[10 µM],-4.5%,1.6%[9.22 µM],-2.7%,-4.8%,-4.3%,-8.3%,-1.8%
COc1cc(NC(=O)N[C@@H](Cc2ccccc2)C(=O)O)cc(OC)c1,·,0.6%,1.1%,-15.2%,-15.2%,18.9%,1.6%,9.8%
Cc1ccc(NC(C)C(=O)N/N=C/c2ccc([N+](=O)[O-])s2)cc1 (stereo unspecified),-19.4%,3.4%,?,?,?,-17.6%,-19.7%,13.6%
CC1Cc2ccccc2N1c1ncnc2nc[nH]c12 (stereo unspecified),6.8%,2.5%,11.2µM*,-9.7%,-14.4%,28.6%,0.6%,0.1%
Cc1ccc(S(=O)(=O)N2CCC(C(=O)N3CCC[C@H]3C(=O)NCc3ccco3)CC2)cc1,-19.1%[0.074 µM],?,-14.2%,1.7%,-16.3%,-45.5%[inhibitor],-2.1%,5.3%
Cc1ccc(-c2nn(-c3ccccc3)cc2NC(=O)CCl)cc1,-133.7%[inhibitor],20µM*,?,-23.8%,-4.1%,-7.8%,?,-9.3%
COc1cccc(-c2cc(C(=O)N3C(C)CCCC3C)no2)c1 (stereo unspecified),4.6%[10 µM],?,?,-17.0%,-8.4%,14.1µM*,-10.4%,-2.1%
O=C(c1ccccc1)c1ccc(OCC(O)CN2CCN(Cc3ccccc3)CC2)cc1 (stereo unspecified),-15.9%,?,-8.1%,-8.5%,-4.6%,-52.7%[inhibitor],3.0%,1.8%
Cc1ccnc(NS(=O)(=O)c2ccc(NC(=O)C3COc4ccccc4O3)cc2)n1 (stereo unspecified),-63.5%[inhibitor],-4.9%,28.5%,-2.9%,-4.5%,·,-2.3%,1.2%

# Complete entries from above. Screens in order: HTT cytoprotect | ALDH1A1 inh | HTT aggregate | Tau fluor counter | Tau ThT inhib | SMN2 splice up | JMJD2E inh | Tau fibril FP
# COc1cc(NC(=O)N[C@@H](Cc2ccccc2)C(=O)O)cc(OC)c1 is entered as · | 0.6% | 1.1% | -15.2% | -15.2% | 18.9% | 1.6% | 9.8%
# Cc1ccc(-c2nn(-c3ccccc3)cc2NC(=O)CCl)cc1 is entered as -133.7%[inhibitor] | 20µM* | ? | -23.8% | -4.1% | -7.8% | ? | -9.3%
# Cc1ccc(NC(C)C(=O)N/N=C/c2ccc([N+](=O)[O-])s2)cc1 (stereo unspecified) is entered as -19.4% | 3.4% | ? | ? | ? | -17.6% | -19.7% | 13.6%
# COc1cccc(-c2cc(C(=O)N3C(C)CCCC3C)no2)c1 (stereo unspecified) is entered as 4.6%[10 µM] | ? | ? | -17.0% | -8.4% | 14.1µM* | -10.4% | -2.1%

# New compounds follow
SMILES,HTT cytoprotect,ALDH1A1 inh,HTT aggregate,Tau fluor counter,Tau ThT inhib,SMN2 splice up,JMJD2E inh,Tau fibril FP
CCOc1cc(N2CCOCC2)c(OCC)cc1NC(=O)CCC1CCCC1,-22.8%[10 µM],?,-0.5%,-3.3%,-4.9%,-15.7%,-3.2%,4.3%
O=S(=O)(Nc1cc(C(F)(F)F)ccc1N1CCOCC1)c1ccc2ccccc2c1,-2.6%[10 µM],?,-15.1%,?,-10.1%,-6.1%,?,-5.7%
CCCN(CCC)C[C@@H]1CCCCN1CCNC(=O)N1c2ccccc2C(=O)Nc2cccnc21,-2.4%,1.1%,·,-6.4%,-2.9%,·,10.0%,-6.3%
O=c1c2ccccc2c(C=Nc2ccc(O)cc2)c(O)n1-c1nccs1,9.4%[10 µM],·,5.0%[9.22 µM],?,?,·,-6.2%,13.7%
COc1ccc(-c2cn3cccnc3n2)cc1NC(=O)c1ccc(Br)o1,-30.0%,?,9.8%,-10.1%,?,-29.0%,?,-3.3%
O=[N+]([O-])c1cc2nc(O)c(O)nc2cc1[N+](=O)[O-],-35.6%[inhibitor],12.3%,·,-10.4%,?,·,·,2.0%
Cc1ccc(CNC(=O)CN(c2cc(C)cc(C)c2)S(=O)(=O)c2c(C)noc2C)cc1,·,·,·,-10.9%,-3.4%,16.4%,·,-5.9%
COC(=O)c1ccc2c(=O)n(Cc3ccc(C(=O)NC4CCCC4)cc3)c(=S)[nH]c2c1,36.9%[10 µM],-3.8%,23.3%,-9.2%,-1.7%,-0.8%,-3.1%,1.3%
C#CCOCCOCCOCCNc1nc(N2CCN(C(=O)[C@H]([C@@H](C)CC)n3cc(CCCN=C(N)N)nn3)CC2)nc(N2CCN(C(=O)[C@H](CCCCN)n3cc(CCCC)nn3)CC2)n1,·,13.7%,-15.5%,-3.9%,-16.3%,-9.7%,1.3%,-0.5%
Cc1cc(Cl)ccc1NC(=S)NCc1ccccc1,-5.0%[10 µM],5.3%,15.4%,-16.3%,1.2%,?,1.3%,-5.8%
COc1ccc(-c2nc3ccccc3c(=O)n2NC(=O)Cc2ccccc2)cc1,22.7%[10 µM],?,?,1.3%,0.6%,8.1%,1.5%,11.1%
CN1C2=NCCN2C(=O)c2cc(Cl)ccc21,11.0%[10 µM],-1.9%,-6.3%[9.22 µM],-0.4%,1.9%,·,-10.9%,3.8%
Cn1c(SCc2nnc(-c3ccc(F)cc3)o2)nnc1C1COc2ccccc2O1 (stereo unspecified),8.4%,?,19.5%,-11.6%,-8.8%,5.8%,-7.3%,-2.6%
CC(=O)c1sc2nc(-c3cccs3)cc(C(F)(F)F)c2c1N,-12.5%[0.074 µM],?,11.5%,-16.7%,?,26.2%,?,?
Cc1ccc(S(=O)(=O)NCC(=O)OCc2nnc(-c3ccccc3)o2)cc1C,-3.6%,?,-4.6%,-13.8%,-9.9%,0.9%,-3.3%,9.1%
O=C(CSCc1cccc(Cl)c1)N1CCN(Cc2ccc3c(c2)OCO3)CC1,-14.8%,-3.2%,-29.2%,-18.6%,?,-0.9%,-0.6%,1.0%
